CHO parental Ca: counter-screen for OX1R antagonists: effect in parental CHO cells | parental CHO-K1, ATP-induced calcium, Fluo-8 fluorescence | inhibition, % at 5.6 µM | 330,000 compounds, 0.63% hits;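 active means inhibition above that plate's mean sample inhibition plus 3 SD, cut at about 26% in these data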;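 further: 0% = ATP-challenged DMSO wells and 100% = DMSO wells without ATP; some compounds past the cut are filed as inactive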
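Material: parental CHO cells / Compound: single nominal dose of 5.6 µM per compound / Signal: Fluo-8 fluorescence / Replicates: singlicate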
CHO-K1 Ca antag: M1 antagonist counterscreen hit in parental CHO-K1 cells; ATP-induced calcium, Fluo-8 fluorescence; inhibition, % at 3 µM; 360,000 compounds, 0.6% hits; AID 602250;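 active means inhibition above a per-plate cutoff, the plate's mean sample inhibition plus 3 SD, cut at about 24% in these data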;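 further: 0% = DMSO plus EC80 ATP and 100% = DMSO alone without ATP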
OXTR potentiate: human OXTR potentiation | 320,000 compounds, 0.061% hits | P30559 | AID 2445 | activation, % at 3 µM | CHO-OTR cells, Fluo-8 calcium fluorescence, potentiator mode; 0% = oxytocin EC15, 100% = EC100;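 active means activation above that plate's cutoff, the mean activation of tested compounds plus 3 SD, cut at about 6.6% in these data, passing the limit was not always enough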;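 further: 100% uses oxytocin at 75 nM as the full agonist control; some results filed as inactive read as strong as hits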
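assay system = CHO-OTR cells, human receptor | schedule = compound 6 min at room temperature before oxytocin, 100 s read | detection = Fluo-8 intracellular calcium fluorescence, ex 470-495, em 515-575 nm | evaluation = normalized max/min fluorescence ratio, % activation | control set = EC15 oxytocin alone as 0%, 75 nM oxytocin (EC100) as 100%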
M1 ag parental: nonselective activator or artifact in parental CHO-K1 cells. Fluo-8 calcium fluorescence; scaled to maximal ATP response, vehicle zero. AID 602248. 360,000 compounds, 0.48% hits. activation, % at 3 µM; in the data active means activation above about 15%;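 further: untransfected CHO-K1 host cells lacking M1 receptor as counterscreen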
M1 PAM: positive allosteric modulators of human M1 muscarinic receptor; AID 588819; activation, % at 3 µM; CHO-K1 hM1, Fluo-8 calcium fluorescence, ACh EC20; 0% = ACh EC20, 100% = maximal ACh; P11229; 360,000 compounds, 0.088% hits; in the data active means activation above about 19%, passing the limit was not always enough
Target sequence (P11229 whole entry, looked up): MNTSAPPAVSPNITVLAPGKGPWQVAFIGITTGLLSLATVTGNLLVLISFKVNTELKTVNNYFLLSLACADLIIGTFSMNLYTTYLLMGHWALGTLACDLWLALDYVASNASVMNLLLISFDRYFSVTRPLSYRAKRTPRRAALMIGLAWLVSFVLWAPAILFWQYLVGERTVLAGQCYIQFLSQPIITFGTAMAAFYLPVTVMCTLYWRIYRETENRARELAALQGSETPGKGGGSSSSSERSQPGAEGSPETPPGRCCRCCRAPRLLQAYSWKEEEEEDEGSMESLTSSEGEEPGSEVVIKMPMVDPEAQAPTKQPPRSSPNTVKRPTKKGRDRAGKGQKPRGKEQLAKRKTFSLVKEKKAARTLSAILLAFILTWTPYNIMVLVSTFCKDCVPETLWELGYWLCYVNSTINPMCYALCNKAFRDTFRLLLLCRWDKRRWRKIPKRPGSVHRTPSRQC
M4 antag: blocks acetylcholine activation of human M4 receptor; AID 624125; 360,000 compounds, 0.73% hits; inhibition, % at 3 µM; CHO-hM4 cells, ACh EC80, Fluo-8 calcium fluorescence; P08173;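 active means inhibition above its plate's cutoff, the mean inhibition of sample wells plus 3 SD, cut at about 27% in these data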;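 further: 0% = acetylcholine EC80 with DMSO and 100% = DMSO without agonist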
Target sequence (P08173 whole entry, looked up): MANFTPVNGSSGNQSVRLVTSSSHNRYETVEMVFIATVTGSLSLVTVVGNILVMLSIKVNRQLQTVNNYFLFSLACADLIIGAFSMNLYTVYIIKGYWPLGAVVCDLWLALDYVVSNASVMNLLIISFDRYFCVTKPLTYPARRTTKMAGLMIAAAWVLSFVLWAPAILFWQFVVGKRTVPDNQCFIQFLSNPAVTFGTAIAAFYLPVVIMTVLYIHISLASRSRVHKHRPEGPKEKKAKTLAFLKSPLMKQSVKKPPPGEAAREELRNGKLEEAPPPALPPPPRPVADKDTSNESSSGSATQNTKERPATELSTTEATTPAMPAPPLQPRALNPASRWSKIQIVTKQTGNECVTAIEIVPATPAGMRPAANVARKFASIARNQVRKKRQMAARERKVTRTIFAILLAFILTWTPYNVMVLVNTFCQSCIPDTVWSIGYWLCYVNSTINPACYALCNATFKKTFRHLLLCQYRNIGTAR
CHRM4 agonist: CHRM4 agonism in calcium assay; activation, % at 3 µM; CHO-K1 hM4/Gqi5, Fluo-8 calcium fluorescence; vehicle 0%, full acetylcholine response 100%; 360,000 compounds, 0.14% hits; P08173;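 active means activation above the run mean over all test wells plus 3 SD, cut at about 32% in these data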;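 further: peak over basal fluorescence ratio per well then scaled between controls; 0% = DMSO wells and 100% = acetylcholine at EC100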
CHRM1 agonist: activates human CHRM1 receptor; activation, % at 3 µM; 360,000 compounds, 0.33% hits; CHO-K1 hM1, Fluo-8 calcium fluorescence, agonist mode; 0% DMSO, 100% acetylcholine EC100; P11229;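 active means activation above the run's mean compound activation plus 3 SD, cut at about 16% in these data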;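 further: peak over basal fluorescence ratio within a 140 s kinetic read after compound addition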
M1 antag: blocks human M1 muscarinic receptor. inhibition, % at 3 µM. P11229. CHO-K1 hM1, Fluo-8 calcium fluorescence, ACh EC80 antagonist. 360,000 compounds, 1.3% hits;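 active means percent inhibition above its own plate's cutoff, namely the mean of that plate's compound wells plus 3 SD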;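 further: peak over basal fluorescence ratio during 140 s after agonist addition; 0% = ACh EC80 plus DMSO and 100% = DMSO alone without agonist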
* marks the source's active call; other numbers are inactive results; nt = no result given. Outcome played no part in choosing rows. About 2.9% of those tested had a hit in this group.

cpd	SMILES	CHO parental Ca	CHO-K1 Ca antag	OXTR potentiate	M1 ag parental	M1 PAM	M4 antag	CHRM4 agonist	CHRM1 agonist	M1 antag
1	CC(=O)Nc1ccc(-n2nnnc2SCC(=O)Nc2cccc(NC(=O)c3ccco3)c2)cc1	-8	-15	-9	0.7	5	26*	2	-2	-6
2	CCOc1ccccc1NC(=O)C1CCCCN1S(=O)(=O)c1ccccc1 (stereo not drawn)	-25	-14	-5	-1.1	-2	0	2	-6	-1
3	Nc1nc(OCC(F)(F)F)cc(Oc2ccccc2F)n1	-5	-11	0	3.6	-5	-7	1	-1	8
4	COc1cc2c(cc1OC)C(c1ccccc1)NCC2 (stereo not drawn)	-16	-10	0	0.2	2	10	0	-5	3
5	CC(CNC(=O)Cn1ccc(N)nc1=O)c1ccccc1 (stereo not drawn)	-7	-9	-5	0.0	4	4	-1	-1	-2
6	N#C/C(=C\c1ccc(Cl)cc1Cl)c1n[nH]c(Cn2cncn2)n1	-1	-10	2	0.5	3	15	0	-3	0
7	COCCNc1nc(-c2cc3ccccc3o2)cs1	-7	0	-12	5.6	1	13	17	-3	1
8	CCOC(=O)CSc1nnc(CNc2cccc(Cl)c2)n1C	5	-3	-4	0.1	3	-5	2	-3	-29
9	Sc1oc(-c2ccccc2)cc1C=Nc1ccccc1	-1	-9	-2	1.1	2	17	1	-4	0
10	CC(C)C(CC(=O)NCc1ccco1)c1ccco1 (stereo not drawn)	-22	-6	-5	0.0	0	9	0	-3	3
11	Cc1ccc(S(=O)(=O)/N=C(\CN2CCOCC2)N2CCCC2)cc1	-15	-23	-7	0.6	5	-13	1	-3	-8
12	CN1C(=O)OC(C)(CCc2ccccc2)C1(C)O (stereo not drawn)	-4	-8	-5	0.2	5	-7	0	-4	-24
13	C=CCN1C(=O)c2ccc(C(=O)OCC(=O)N3CCN(c4ccccc4)CC3)cc2C1=O	-17	7	1	0.3	-2	-10	2	-4	10
14	COc1c(Br)cc(Br)cc1/C=N/NC(=O)c1cccnc1	nt	2	nt	0.9	2	-2	3	-3	-9
15	CCN(CC)CCNS(=O)(=O)c1ccc2[nH]cc(C(=O)O)c(=O)c2c1	0	2	1	-0.4	10	-3	1	1	-25
16	Cc1ccc(Cl)c(OCC(=O)Nc2ccc(S(=O)(=O)NC3=NCCCCC3)cc2)c1	7	-3	-17	7.6	-7	-13	11	0	11
17	O=C(O)c1ccc(S(=O)(=O)N2CCc3ccccc3C2)cc1	1	-5	-2	0.7	5	3	0	-1	-11
18	COc1ccc(C(=O)N[C@H](C(=O)NCc2cccs2)C(C)C)cc1	-22	-4	-10	0.9	5	-2	1	-3	-8
19	CC1CN(C(=S)NC(=O)c2ccco2)CC(C)O1 (stereo not drawn)	-13	-8	3	1.5	2	-8	4	-7	-13
20	COC(=O)c1ccccc1NC(=O)Oc1ccc(F)cc1	-2	-4	-6	0.7	20	-3	2	2	-19
21	COc1cccc(N2CCN(C(=O)C3CCN(S(=O)(=O)c4ccc5c(c4)oc(=O)n5C)CC3)CC2)c1	-11	-16	-6	7.6	3	-9	6	-2	4
22	COCCN(C(=O)COC(=O)CCCOc1ccccc1)c1c(N)n(Cc2ccccc2)c(=O)[nH]c1=O	-15	-2	-16	0.5	15	-4	0	0	-14
23	Cc1ccsc1C(=O)N(C)C1CCS(=O)(=O)C1 (stereo not drawn)	-9	-20	-5	0.5	2	-5	1	-1	1
24	COc1ccc(N(Cc2cc3cc(OC)ccc3[nH]c2=O)S(=O)(=O)c2ccc(NC(C)=O)cc2)cc1	-22	2	-12	7.8	-8	23	23	0	31
25	O=C(CN1C(=O)NC2(CCCCCC2)C1=O)Nc1ccc([N+](=O)[O-])cc1	6	-10	0	0.6	6	0	2	-3	-16

4 compounds already listed, sorted by the value under M4 antag, descending:
cpd	Molecule	M1 PAM	M4 antag	CHRM4 agonist	CHRM1 agonist	M1 antag
1	CC(=O)Nc1ccc(-n2nnnc2SCC(=O)Nc2cccc(NC(=O)c3ccco3)c2)cc1	5	26*	2	-2	-6
24	COc1ccc(N(Cc2cc3cc(OC)ccc3[nH]c2=O)S(=O)(=O)c2ccc(NC(C)=O)cc2)cc1	-8	23	23	0	31
20	COC(=O)c1ccccc1NC(=O)Oc1ccc(F)cc1	20	-3	2	2	-19
11	Cc1ccc(S(=O)(=O)/N=C(\CN2CCOCC2)N2CCCC2)cc1	5	-13	1	-3	-8

Returning to the listing with the 2 entries that preceded the break.
cpd	SMILES	CHO parental Ca	CHO-K1 Ca antag	OXTR potentiate	M1 ag parental	M1 PAM	M4 antag	CHRM4 agonist	CHRM1 agonist	M1 antag
24	COc1ccc(N(Cc2cc3cc(OC)ccc3[nH]c2=O)S(=O)(=O)c2ccc(NC(C)=O)cc2)cc1	-22	2	-12	7.8	-8	23	23	0	31
25	O=C(CN1C(=O)NC2(CCCCCC2)C1=O)Nc1ccc([N+](=O)[O-])cc1	6	-10	0	0.6	6	0	2	-3	-16
26	COCc1cc(C)nc(OCC(=O)N/N=C\c2cc(C)n(-c3cccc(C(F)(F)F)c3)c2C)c1C#N	-21	0	-10	0.1	6	0	-2	-5	-5
27	Cc1nc(SCc2ccc(Cl)cc2)ncc1C(=O)O	9	17	0	21*	-5	1	1	-1	2
28	C=CCOC(=O)C1CC=CCC1C(=O)Oc1ccc(F)cc1F (stereo not drawn)	-15	-19	4	-0.5	-2	5	-1	-12	-2
29	O=C(/C=C/c1ccccc1)Nc1cccnc1	0	-14	-1	1.9	2	-1	2	-2	-10
30	COc1cc([N+](=O)[O-])ccc1N	-5	1	2	0.3	3	-11	1	-5	-2
31	Cc1ccc(NC(=O)NC(=O)COc2ccc(Cl)cc2Cl)c(C)c1	-1	-12	-4	0.3	-4	-4	0	-5	19
32	COc1cc(NC(=O)c2cccc(S(=O)(=O)N3CCCCC3)c2)cc(OC)c1OC	-17	-14	-3	3.1	4	-11	6	-4	-9
33	COc1ccc(C(=S)N2CCCC2)cc1OC	-7	-7	-3	0.3	9	2	0	-4	-15
34	Clc1cccc(/C=N/Nc2nc(Cl)nc3ccccc23)c1	-15	4	1	0.2	5	8	1	-3	-1
35	CC(=O)NNc1cc(N2CCOCC2)nc(N2CCOCC2)n1	0	-9	4	1.7	14	-4	0	-4	-14
36	CCn1cc(C(=O)NCc2ccccc2F)c(=O)c2ccc(C)nc21	-9	-11	-3	2.0	6	-9	1	-2	-7
37	COc1ccc2c(c1)c1nc3ccccc3nc1n2Cc1ccc(OC(C)C)c(OC)c1	-25	1	-7	1.3	4	4	1	-3	-1
38	COc1ccc2c(CN3CCN(c4ccccc4OC)CC3)cc(=O)oc2c1	nt	10	nt	3.3	-3	-9	5	-2	-2
39	Cc1ccc2c(c1)C1(C(=O)N2C)N2CC3(C)CN1CC(C)(C2)C3=O (stereo not drawn)	-11	-14	-8	0.4	12	1	2	0	-12
40	CC(=O)N1CCCc2cc(S(=O)(=O)N3CCCC(C(=O)Nc4cc(C)ccc4C)C3)ccc21 (stereo not drawn)	-23	-11	-7	2.0	1	-6	1	-6	-7
41	CCOc1ccc(S(=O)(=O)n2cc(-c3ccccc3)c(N)n2)cc1	-3	-14	-1	-0.8	4	-6	-3	-8	-5
42	Cc1cc(C)nc(NS(=O)(=O)c2ccc(N3C(=O)C4C5C=CC(C5)C4C3=O)cc2)n1 (stereo not drawn)	-6	-7	-4	0.5	6	0	1	-4	-1
43	CC(C)Sc1nc2ccccc2[nH]1	-6	-19	-6	0.2	5	-14	0	-4	-4
44	CC12CN3CC(C)(CN(C1)C3c1ccccc1F)C2 (stereo not drawn)	-6	14	2	-0.3	7	-1	-1	-1	-7
45	FC(F)(F)c1ccc(-n2ccnc2)nc1	-4	-8	-6	0.7	5	-7	2	-2	0
46	Cn1c2ccccc2c2nn(-c3ccccc3)c(=O)cc21	-14	-14	-4	0.0	3	-4	0	-5	2
47	COc1ccc(CCn2c(C)cc(C(=O)COC(=O)c3cnc(C)cn3)c2C)cc1	-14	-11	-4	1.6	16	-13	8	-2	-39
48	Cc1ccc(-n2c(SCC(=O)Nc3ccc4c(c3)OCO4)nnc2-c2ccoc2C)cc1	-18	-5	-5	-0.6	1	5	-1	-3	-5
49	Cc1cccc(-c2ccc3ncnc(NCc4cccs4)c3c2)c1	-33	-23	-5	0.3	-2	-5	7	-11	-6
50	Cc1ccccc1NC(=O)N1C2CCCC1CC(NC(=O)C1CC1)C2 (stereo not drawn)	21	-7	-10	0.7	9	7	0	-4	-5
51	N#Cc1c([N+](=O)[O-])cc([N+](=O)[O-])cc1S(=O)(=O)Cc1ccccc1	17	-5	6	0.9	7	18	6	-1	6
52	CCOC(=O)CC(=O)Nc1c(C)cc(C)cc1C	-10	-4	0	-0.6	2	-4	0	-3	2
53	CCC1CC(CSc2ncn[nH]2)OC1=O (stereo not drawn)	-13	-5	-16	0.1	10	-1	0	0	-12
54	O=C(Nc1ccc(-c2cn3ccsc3n2)cc1)c1ccc(F)c(S(=O)(=O)N2CCOCC2)c1	17	7	-4	5.1	-12	15	13	1	10
55	Cc1ccc(N/N=C/c2ccncc2)cc1	-21	-8	-2	4.0	0	-2	0	-7	0
56	Cn1c(N2CCCC2)nc2c1c(=O)n(Cc1cccc(F)c1)c(=O)n2C	-11	-13	4	1.0	-3	-2	2	-6	10
57	Cc1ccc(NC(=O)CSCC(=O)N2CCN(c3cccc(C(F)(F)F)c3)CC2)cc1	-28	-6	-4	1.1	-4	-2	3	-7	11
58	O=C(COc1ccccc1)N(Cc1nnc(-c2ccccc2Cl)o1)C1CC1	-21	-5	-3	1.6	8	-6	3	-5	-12
59	COc1cc(CNC(=O)CCCC(=O)c2ccccc2)cc(OC)c1OC	-18	-10	-3	2.8	0	3	2	-2	1

Compound profiles, from the list above. Order of values: CHO parental Ca	CHO-K1 Ca antag	OXTR potentiate	M1 ag parental	M1 PAM	M4 antag	CHRM4 agonist	CHRM1 agonist	M1 antag
Entry for N#Cc1c([N+](=O)[O-])cc([N+](=O)[O-])cc1S(=O)(=O)Cc1ccccc1 = 17	-5	6	0.9	7	18	6	-1	6
Entry for O=C(Nc1ccc(-c2cn3ccsc3n2)cc1)c1ccc(F)c(S(=O)(=O)N2CCOCC2)c1 = 17	7	-4	5.1	-12	15	13	1	10
Entry for Cc1ccc(NC(=O)CSCC(=O)N2CCN(c3cccc(C(F)(F)F)c3)CC2)cc1 = -28	-6	-4	1.1	-4	-2	3	-7	11
Entry for Cn1c(N2CCCC2)nc2c1c(=O)n(Cc1cccc(F)c1)c(=O)n2C = -11	-13	4	1.0	-3	-2	2	-6	10
Entry for COc1cc(CNC(=O)CCCC(=O)c2ccccc2)cc(OC)c1OC = -18	-10	-3	2.8	0	3	2	-2	1

Only CHO parental Ca and CHRM4 agonist, for three of the compounds above:
cpd | compound | CHO parental Ca | CHRM4 agonist
51 | N#Cc1c([N+](=O)[O-])cc([N+](=O)[O-])cc1S(=O)(=O)Cc1ccccc1 | 17 | 6
52 | CCOC(=O)CC(=O)Nc1c(C)cc(C)cc1C | -10 | 0
53 | CCC1CC(CSc2ncn[nH]2)OC1=O (stereo not drawn) | -13 | 0

Source: PubChem (The Scripps Research Institute Molecular Screening Center)
